# SUMO1 PPI mod: modulators of human SUMO1-mediated protein-protein interactions. SUMO1 binding to a labelled peptide, TR-FRET, 1 h. P63165. 360,000 tested, 0.33% active. inhibition, % at 20 µM; in the data active = inhibition above about 37%
# Scp1 inh: inhibitors of human Scp-1 phosphatase; AID 493091; Q9GZU7; Recombinant Scp1, phosphopeptide, malachite green phosphate absorbance; inhibition, % at 20 µM; 340,000 tested, 0.88% active;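 active = inhibition above about 50% at 20 µM, limit read from the data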;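 note: plate controls were DMSO wells with enzyme for no effect and wells lacking enzyme for full effect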
#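 System: SCP-1 catalytic domain; Reagent: Phospho 17-mer peptide substrate; Doses: one concentration, 20 µM, with 1.0% DMSO; Incubation: 45 min room-temperature reaction, 5 min colour, 30 min stabiliser; Signal: Phosphate-binding colour reagent, absorbance read at 630 nm.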
# Neddyl block: cullin neddylation inhibition | TR-FRET cullin neddylation, biochemical | calls only at 25 µM | 360,000 tested, 0.58% active | AID 651699; in the data active = inhibition above about 36%
# STEP block: STEP (human) phosphatase inhibition; recombinant STEP, OMFP fluorogenic substrate, fluorescence; inhibition, % at 20 µM; 360,000 tested, 0.25% active; AID 588621;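 active = inhibition at 20 µM, scaled per plate between control wells, above about 37%, limit read from the data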;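 note: 0% = DMSO with enzyme and substrate and 100% = substrate only without enzyme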
#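 Measure: Control-normalized % inhibition with plate pattern correction | Test system: STEP phosphatase, cell-free reaction | Medium: pH 6.0 Bis-Tris with DTT and Tween 20 | Technique: Fluorescence, 480/540 nm | Times: Reaction 20 min, ambient temperature | Doses: Single compound dose of 20 µM, 1% DMSO final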
# LMPTP block: blocks human LMPTP phosphatase. recombinant LMPTP-A, OMFP fluorogenic substrate, fluorescence intensity. 360,000 tested, 0.22% active. P24666. inhibition, % at 20 µM. AID 651560;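 active = compounds that cut the enzyme signal by at least half of the control window in the single-dose screen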;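 note: plate controls were DMSO wells with enzyme plus substrate for no effect and substrate without enzyme for full effect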
#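 Test system: LMPTP-A, protein tyrosine phosphatase of low molecular weight; Input: 0.625 nM enzyme; Incubation: 50 min dark incubation at room temperature; Signal: endpoint fluorescence intensity from OMFP dephosphorylation; Read-out basis: % inhibition versus control wells.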
# Rpn11 block: blocks the human proteasome subunit Rpn11; human 26S proteasome, Ub4-pepOG fluorescence polarization; 20S core pre-blocked with epoxomicin; calls only at 20 µM; 360,000 tested, 0.59% active; AID 588493;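 active = inhibition at 20 µM, scaled to each plate's controls, above about 33%, limit read from the data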
# NadD inh: NadD (S. aureus) enzyme inhibition; purified NadD enzyme, colorimetric absorbance read-out; inhibition, % at 20 µM; 360,000 tested, 0.78% active; in the data active = inhibition above about 26%; note: some compounds past the cut are filed as inactive
# DNMT1 block: inhibitors of human DNMT1; inhibition (reported as % activation of signal), % at 10 µM; P26358; DNMT1 molecular beacon, Hinp1I cleavage, fluorescence; 360,000 tested, 0.83% active; AID 588458; in the data active = inhibition above about 50%
# Rin1 Abl inh: blocks binding of human Rin1 to Abl. P00519+Q13671. TR-FRET Rin1/Abl binding, biochemical. inhibition, % at 7.35 µM. 360,000 tested, 0.4% active. AID 588664; in the data active = inhibition above about 5%, passing the limit was not always enough
# CSN inh: inhibitors of human CSN-mediated cullin deneddylation | Purified CSN, SCF-Nedd8-OG deneddylation, fluorescence polarization | Q92905 | inhibition, % at 12.5 µM | 360,000 tested, 0.38% active;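 active = pattern-corrected inhibition above about 35%, with an unprinted fluorescence ratio check between 0.5 and 1.5, limit read from the data, passing the limit was not always enough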;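 note: 0% = enzyme with substrate and 100% = substrate without enzyme; some results filed as inactive read as strong as hits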
#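 Detection – fluorescence polarization · System – HEK293T-derived human Csn5 enzyme · Controls – substrate-only high control, full reaction low control · Timing – 90 min, room temperature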
# Starred values were filed as active, the others as inactive; i = inactive; x = not tested or not shown.
# Every second line gives: SUMO1 PPI mod | NadD inh | CSN inh | Scp1 inh | DNMT1 block | LMPTP block | Rpn11 block | STEP block | Rin1 Abl inh | Neddyl block
Cc1ccc(NC(=O)C2CCN(S(C)(=O)=O)CC2)cc1
→ 0 | -8 | 0 | -9 | -2 | 0.0 | i | -6 | 1 | i
CS(=O)(=O)Nc1cccc(NC(=O)c2cccc3c(-c4cccc(C(N)=O)c4)coc23)c1
→ 21 | 0 | -3 | x | -4 | 1.5 | i | -4 | -3 | i
CC(C)C(C(=O)Nc1ccc2c(c1)OCO2)N1C(=O)c2ccccc2C1=O (stereo not drawn)
→ -1 | -2 | -3 | -15 | -1 | -0.9 | i | 0 | 0 | i
C=CCn1c(SCC(=O)Nc2nc(C)cs2)nnc1C(CO)NC(=O)c1ccccc1 (stereo not drawn)
→ -3 | 4 | -3 | -3 | 2 | 0.1 | i | 8 | -1 | i
COc1ccc(Cl)cc1NC(=O)CN1CCC(n2nnc3cc(C)ccc32)CC1
→ 2 | -5 | 3 | -2 | -12 | 5.9 | i | 0 | 3 | i
Cc1cc(C)cc(NC(=O)Cn2nnc(C(=O)NCc3ccc(F)cc3)c2N)c1
→ 8 | 2 | 13 | 6 | 32 | 5.6 | i | -3 | 0 | i
CCN(CC)c1nc2c(c(=O)[nH]c(=O)n2C)n1CCCc1ccccc1
→ 6 | -7 | -4 | -6 | 1 | -3.7 | i | -2 | 3 | i
COc1cc(OC)c(NC(=O)C(=O)CC(=O)c2ccc(C)cc2C)cc1Cl
→ 3 | 20 | -6 | -7 | 8 | 4.4 | i | -1 | 2 | i
Cc1nn(-c2ccccc2)nc1C(=O)NNC(=O)c1cccc2ccccc12
→ -12 | -8 | -1 | 20 | 1 | 0.0 | i | 1 | 0 | i
CCn1cc(C(=O)O)c(=O)c2cnc(N3CCN(C(=S)NC(=O)c4ccc(F)c(F)c4)CC3)nc21
→ 19 | 9 | 3 | 19 | 1 | 43 | i | 4 | 1 | i
O=C1CSCc2nc3ccccc3n21
→ 0 | 6 | 0 | 2 | 4 | 1.0 | i | 0 | 1 | i
Cc1cccc(CSc2nnc(N)n2-c2ccccc2)c1
→ -3 | 8 | 4 | -8 | -1 | -0.4 | i | 4 | -2 | i
O=C(Nc1nccs1)C(F)(F)C(F)(F)C(F)(F)C(=O)Nc1nccs1
→ 12 | -2 | -3 | -7 | 3 | 2.6 | i | -2 | -3 | i
CC1CCCCN1CC(=O)Nc1sc2c(c1C#N)CCC2 (stereo not drawn)
→ 2 | -1 | 5 | -6 | 23 | -1.3 | i | 1 | 0 | i
COC(=O)c1ccc(C)c(NC(=O)CCSc2ccccc2)c1
→ 2 | -3 | 4 | -5 | -1 | 1.1 | i | -2 | -2 | i
Cc1c(NC(=O)C2CCCN2S(=O)(=O)c2ccccc2)c(=O)n(-c2ccccc2)n1C (stereo not drawn)
→ -3 | 0 | 57* | -3 | 1 | 1.9 | i | -1 | -1 | i
COc1ccc(NC(=O)CCCN2C(=O)C(c3ccccc3)Oc3cccnc32)cc1 (stereo not drawn)
→ -5 | -7 | 2 | -13 | -3 | -0.4 | i | -1 | -1 | i
CN(CC(=O)Nc1ccccc1Br)C(=O)CN1CCN(Cc2cccc(Cl)c2)CC1
→ 2 | -4 | -3 | -5 | -2 | -1.8 | i | 2 | 3 | i
O=C(CNC(=O)c1cncc(Br)c1)Nc1ccc(F)c(F)c1F
→ 2 | 2 | -3 | -10 | -1 | -1.8 | i | -2 | 4 | i
O=c1c2nnn(-c3ccccc3)c2ncn1C/C=C/c1ccccc1
→ 1 | -4 | 1 | 2 | 3 | -0.3 | i | 0 | 1 | i

# Nothing new here: an excerpt of the list.
# Every second line gives: SUMO1 PPI mod | NadD inh | CSN inh | Scp1 inh | DNMT1 block | LMPTP block | Rpn11 block | STEP block | Rin1 Abl inh | Neddyl block
CC(C)C(C(=O)Nc1ccc2c(c1)OCO2)N1C(=O)c2ccccc2C1=O (stereo not drawn)
→ -1 | -2 | -3 | -15 | -1 | -0.9 | i | 0 | 0 | i
C=CCn1c(SCC(=O)Nc2nc(C)cs2)nnc1C(CO)NC(=O)c1ccccc1 (stereo not drawn)
→ -3 | 4 | -3 | -3 | 2 | 0.1 | i | 8 | -1 | i
COc1ccc(Cl)cc1NC(=O)CN1CCC(n2nnc3cc(C)ccc32)CC1
→ 2 | -5 | 3 | -2 | -12 | 5.9 | i | 0 | 3 | i
Cc1cc(C)cc(NC(=O)Cn2nnc(C(=O)NCc3ccc(F)cc3)c2N)c1
→ 8 | 2 | 13 | 6 | 32 | 5.6 | i | -3 | 0 | i

# Next structures.
# Every second line gives: SUMO1 PPI mod | NadD inh | CSN inh | Scp1 inh | DNMT1 block | LMPTP block | Rpn11 block | STEP block | Rin1 Abl inh | Neddyl block
CCN(CC)c1ccc(/C=N/N(c2ccccc2)c2ccccc2)c(O)c1
→ 0 | 2 | -1 | 3 | -15 | 3.2 | i | -1 | 3 | i
CCOC(=O)C1CCN(C(=O)CCCn2nc(CC)n3c(cc4occc43)c2=O)CC1
→ 3 | 2 | 5 | -2 | -4 | 13 | i | 2 | 0 | i
CS(=O)(=O)N1CCC(C(=O)Nc2cccc(Cl)c2)CC1
→ 1 | -6 | -11 | -4 | 2 | -0.9 | i | -2 | 5 | i
NC(=O)CC(NC(=O)c1ccccc1)c1ccc(NC2CCCCC2)c([N+](=O)[O-])c1 (stereo not drawn)
→ -21 | 2 | 11 | -2 | -1 | 1.1 | i | 2 | -2 | i
Cc1sc2c3ccsc3ccc2[n+]1C
→ -1 | 1 | -2 | -10 | -2 | -1.5 | i | 0 | 2 | i
Cc1cccc(NC(=O)C2C(c3ccccc3)C2(Cl)Cl)c1C (stereo not drawn)
→ -3 | 0 | 4 | -12 | -4 | 0.7 | i | -1 | -2 | i
Cc1cccc(C(=O)NNC(=O)c2ccco2)c1O
→ -1 | -1 | 2 | -6 | 2 | 0.1 | i | 0 | 2 | i
O=C1c2ccccc2-c2c1cccc2C(=O)N(CCO)CCO
→ -25 | -5 | -1 | -14 | 0 | -2.2 | i | -2 | -2 | i
COc1ccccc1C(=O)C1CCCN(C(=O)c2ccccn2)C1 (stereo not drawn)
→ -6 | -3 | 2 | -8 | 4 | -0.8 | i | 0 | 3 | i
O=C(OCCN1CCN(C2=NS(=O)(=O)c3ccccc32)CC1)c1cccc(Br)c1
→ 2 | 3 | 6 | -5 | -1 | -0.7 | i | 0 | -3 | i
CC(CN1CCOCC1)OC(=O)c1ccc(Br)cc1 (stereo not drawn)
→ -1 | -1 | 0 | -3 | -2 | 0.9 | i | 4 | -1 | i
CCC1=C2CC[C@H]3C(=O)N(C)C(=O)[C@H]3[C@H]2[C@@]2(Cc3ccccc3)C(=NCCOC)OC(=O)N2C1=O
→ -1 | 1 | 4 | 4 | 5 | -1.8 | i | -1 | 5 | i
CNC(=S)N1CCN(C(=O)C2CCCO2)CC1 (stereo not drawn)
→ -2 | -2 | -12 | -5 | 2 | -2.8 | i | 1 | -5 | i
N#Cc1nc(N)nc(N(c2ccccc2)c2ccccc2)n1
→ 0 | -6 | -3 | -5 | 1 | 0.2 | i | 0 | 0 | i
CCOC(=O)c1c(-c2ccc(C)cc2)csc1NC(=O)C1CCCO1 (stereo not drawn)
→ 1 | -3 | 2 | -7 | -1 | 3.7 | i | 0 | -3 | i
O=[N+]([O-])c1ccc(/C=N/N2CCCCC2)cc1
→ -31 | 0 | 8 | -11 | -3 | 1.3 | i | 0 | -1 | i
Cc1cccc(C)c1NC(=O)CN1CCC(Cc2ccccc2)CC1
→ 1 | -3 | 2 | x | 0 | -3.2 | i | -2 | 3 | i
Cc1ccc(OCC(=O)NNC(=O)C2CCN(c3ncnc4sc(C)c(C)c34)CC2)cc1
→ 5 | -1 | 0 | -5 | -6 | -0.1 | i | 4 | 0 | i
COCCN(C(=O)COC(=O)c1ccc(C)o1)c1c(N)n(Cc2ccccc2)c(=O)[nH]c1=O
→ 1 | -5 | -7 | 1 | 2 | 2.5 | i | 1 | 2 | i
CC(=O)Nc1cccc(NS(=O)(=O)c2cccc3nsnc23)c1
→ -22 | 0 | -1 | 8 | 2 | -1.4 | i | 0 | 0 | i

# 3 compounds already listed, arranged by count of non-hydrogen atoms, descending:
# Every second line gives: SUMO1 PPI mod | NadD inh | CSN inh | Scp1 inh | DNMT1 block | LMPTP block | Rpn11 block | STEP block | Rin1 Abl inh | Neddyl block
CCOC(=O)C1CCN(C(=O)CCCn2nc(CC)n3c(cc4occc43)c2=O)CC1
→ 3 | 2 | 5 | -2 | -4 | 13 | i | 2 | 0 | i
COc1ccccc1C(=O)C1CCCN(C(=O)c2ccccn2)C1 (stereo not drawn)
→ -6 | -3 | 2 | -8 | 4 | -0.8 | i | 0 | 3 | i
CNC(=S)N1CCN(C(=O)C2CCCO2)CC1 (stereo not drawn)
→ -2 | -2 | -12 | -5 | 2 | -2.8 | i | 1 | -5 | i

# (cont.)
# Every second line gives: SUMO1 PPI mod | NadD inh | CSN inh | Scp1 inh | DNMT1 block | LMPTP block | Rpn11 block | STEP block | Rin1 Abl inh | Neddyl block
CCOc1ccc(C(=O)NCC(=O)OCC(=O)Nc2ccc(C)c(S(=O)(=O)N(C)C)c2)cc1
→ -6 | -1 | 9 | 9 | -7 | 0.3 | i | -1 | 2 | i
Cc1cc(=O)oc2cc(OC(=O)CCN3C(=O)c4ccccc4C3=O)ccc12
→ -3 | -6 | -1 | -5 | 2 | -1.1 | i | 2 | -1 | x
CCn1c(CCC(=O)O)nc2cc(S(=O)(=O)N(C)C)ccc21
→ -3 | -6 | 0 | -1 | -1 | 0.1 | i | -1 | 0 | i
CCC(C)n1c(S(=O)(=O)O)nc2ccccc21 (stereo not drawn)
→ -5 | 0 | -2 | -7 | 0 | -0.6 | i | 1 | -4 | i
c1ccc(Cn2c(-c3ccco3)nc3nc4ccccc4nc32)cc1
→ -9 | 4 | 11 | 3 | -2 | 1.6 | i | 3 | -3 | x
COc1ncnc(OC)c1S(=O)(=O)Nc1ccc(C(F)(F)F)cc1
→ 5 | -3 | -1 | -7 | 3 | 1.2 | i | 0 | -1 | i
COc1ccc(CNC(=O)C2(CC3CC(c4ccccc4)=NO3)CCN(C(=O)c3cccc(O)c3)CC2)cc1 (stereo not drawn)
→ 1 | 13 | -2 | -1 | -10 | -0.7 | i | -2 | 2 | i
COc1cc(/C=N/Nc2ccccn2)ccc1O
→ -8 | -3 | 2 | -13 | 0 | 1.2 | i | 3 | -4 | i
Cc1cc(C)c(NC(=O)CCCC(=O)O)c(Cl)c1
→ -1 | 6 | -3 | -7 | 1 | -0.3 | i | -4 | -3 | i
Cc1[nH]c2ccccc2c1SCC(=O)Nc1nccs1
→ -1 | -2 | 0 | -3 | -2 | 1.7 | i | -3 | 2 | i
CN(C)CCNC(=O)c1nn(C)c2c1CCc1ccccc1-2
→ 7 | -7 | 0 | -13 | 0 | -0.4 | i | -3 | 1 | i
COc1ccc(N(CC2CO2)S(=O)(=O)c2ccccc2)cc1 (stereo not drawn)
→ -2 | -2 | -19 | 3 | 0 | 2.2 | i | -1 | 2 | i
